# High-throughput results: PubChem BioAssay, National Center for Advancing Translational Sciences (NCATS)
# HCMV antiviral: inhibitors of human cytomegalovirus. activity change, negative = inhibition, % at 57.5 µM. 4.5% of 410,000 active. AID 1259415. HFF cells, HCMV-luciferase reporter, 72 h; active compounds read low; in the data active = activity change below about -60%; inconclusive = no clear call, values can overlap the other calls; inactive = above about -39%
#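 Screen run at 2 compound doses on HFFs infected with reporter HCMV, MOI 1 PFU/cell. Luciferase activity from cell lysates at 72 h post infection gave inhibition relative to buffer-only and Salinomycin wells.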
# Giardia FBPA inh: blocks Giardia fructose-bisphosphate aldolase activity. 0.71% of 290,000 active. AID 2451. Potency, µM (doses to about 59.6 µM), without a hit: at the top dose activity, negative = inhibition, actives largely listed as inhibitors. purified Giardia FBPA; note: potency is the fitted concentration of half-maximal effect; nearly all actives have a fitted effect of over 55% in size
# Target sequence (A8B2U2 whole entry, looked up): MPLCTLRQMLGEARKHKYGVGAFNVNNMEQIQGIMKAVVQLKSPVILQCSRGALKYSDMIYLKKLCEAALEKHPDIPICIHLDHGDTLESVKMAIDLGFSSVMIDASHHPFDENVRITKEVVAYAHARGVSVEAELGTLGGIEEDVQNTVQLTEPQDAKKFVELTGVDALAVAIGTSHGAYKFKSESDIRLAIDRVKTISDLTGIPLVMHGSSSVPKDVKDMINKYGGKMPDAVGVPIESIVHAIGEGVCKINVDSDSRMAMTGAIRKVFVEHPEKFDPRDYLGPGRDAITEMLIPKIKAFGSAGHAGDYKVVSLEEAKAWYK
#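 40 nM FBPA preincubated 10 min at RT with compound (up to 57.5 uM final), then substrate plus GAPDH/TPI/NAD/arsenate coupling and diaphorase/resazurin added. Fluorescence read after 20 min at RT, 525/598 nm.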
# AmpC no deterg: inhibitors of E. coli AmpC beta-lactamase without detergent | P00811 | AmpC nitrocefin hydrolysis, absorbance 480 nm, 0.0001% Triton | Potency, µM (series often up to 57.1 µM), without a hit: at the top dose activity change, negative = inhibition, usual class: inhibitors | 0.52% of 330,000 active;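 note: potency is the fitted concentration of half-maximal effect; plate controls were no compound for no effect and no enzyme for full effect; nearly all actives have a fitted effect of over 20% in size; some results filed as inactive show a strong effect at the top dose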
# Target sequence (P00811 whole entry, looked up): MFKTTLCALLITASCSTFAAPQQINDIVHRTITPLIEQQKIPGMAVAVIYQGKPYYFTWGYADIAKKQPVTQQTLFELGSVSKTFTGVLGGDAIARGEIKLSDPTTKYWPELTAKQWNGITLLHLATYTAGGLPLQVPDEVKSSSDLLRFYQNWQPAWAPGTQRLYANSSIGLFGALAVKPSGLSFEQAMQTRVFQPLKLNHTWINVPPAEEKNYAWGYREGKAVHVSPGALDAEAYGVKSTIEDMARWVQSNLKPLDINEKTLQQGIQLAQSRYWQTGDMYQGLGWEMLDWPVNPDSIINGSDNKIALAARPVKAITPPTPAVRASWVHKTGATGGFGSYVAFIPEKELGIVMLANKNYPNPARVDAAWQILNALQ
#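 20 mM phosphate pH 7.0 + 0.01% (detergent screen) or 0.0001% Triton X-100; 5.3 nM AmpC reagent; cpd preinc 15 min RT; nitrocefin (800 uM stock) to start; A480 q20 s × 4 min; Activity was normalised to no-enzyme and no-compound control wells.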
# Sm TGR block: inhibitors of Schistosoma mansoni thioredoxin glutathione reductase; Q962Y6; purified TGR, DTNB reduction, TNB absorbance 405 nm; Potency, µM (highest dose often 114 µM), for inactives: top-dose activity change, negative = inhibition, hits mostly inhibitors; 3% of 360,000 active; AID 485364; note: potency is the fitted concentration of half-maximal effect; nearly all actives have a fitted effect of over 60% in size
#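 TGR 20 nM + NADPH 100 uM (dispensed conc.), cpd preinc 15 min RT; start with NADPH (500 uM addition) then DTNB (15 mM addition). Kinetic TNB absorbance, 405 nm filter. Four-parameter Hill fit across titration.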
# HCV inh: blocks hepatitis C virus; AID 651820; 3.4% of 340,000 active; Huh7.5.1 HCVcc-Cre infection, luciferase reporter, 44 h; Potency, µM (doses to about 41.8 µM), inactives show at the highest dose activity change, negative = inhibition, usual class: inhibitors; note: potency is the fitted concentration of half-maximal effect
#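 Reporter virus HCVcc-Cre (~0.5 moi) infects cells exposed to compound; seeding density 1,000 cells/well with 4 h settling beforehand. Luminescence, 15 sec read, taken 44 h post-infection following a 15 min RT substrate incubation.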
# AmpC inh detg: inhibitors of E. coli AmpC beta-lactamase with detergent; Potency, µM (top dose mostly 114 µM), for the others: at the top dose activity change, negative = inhibition, actives largely listed as inhibitors; 0.041% of 370,000 active; AmpC hydrolysis of nitrocefin, absorbance 480 nm, 0.01% Triton;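 note: potency is the fitted concentration of half-maximal effect; 0% = no-compound wells and -100% = no-enzyme wells; nearly all actives have a fitted effect of over 25% in size; some results filed as inactive show a strong effect at the top dose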
#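 AmpC (5.3 nM in the dispensed reagent) in 20 mM phosphate pH 7.0 with 0.01% (detergent screen) or 0.0001% Triton X-100 was preincubated with compounds for 15 min at room temperature. Nitrocefin was then added from an 800 uM solution, and hydrolysis was followed at 480 nm.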
# Active calls of the source: *; ? = inconclusive; · = no result given; & = joins results of further samples; ! = a repeat was not active; [ ] = dose if it differs, or a comment. Unless noted, calls come from the whole dose curve; as a rule, active = well fitted curve in the direction sought with a large enough effect; inconclusive = small, poorly fitted or top-dose-only effect, or another doubt; inactive = no such curve, though single readings can be large; an effect the other way counts as inactive or inconclusive. Unless noted, % is set by controls: 0 for no effect and ±100 for the full control effect.
SMILES,HCMV antiviral,Giardia FBPA inh,AmpC no deterg,Sm TGR block,HCV inh,AmpC inh detg
CCN(CCCNC(=O)c1nn(-c2ccc(OC)c(Cl)c2)c(=O)c2c1c1ccccc1n2C)c1ccccc1,10,·,·,7%,·,1%
COC(=O)c1cccc(NC(=S)NCc2ccc(F)cc2)c1,-33,-4%,-30%,-32%,-24%,-6%
Cc1ccc2nc(Nc3ccc(F)cc3)c3nncn3c2c1,-6,9%,21%,2%,-10%,-9%
CCn1cc(C(=O)N2CCN(c3cccc(Cl)c3)CC2)c(=O)c2cc(S(=O)(=O)N3CCC(C)CC3)ccc21,16,·,·,-3%,·,7%
Cc1ccc(NC(=O)Nc2cn(CC(C)C)c(=O)c3ccccc23)cc1N(C)C,-10,·,·,-15%,·,-4%
O=C(CCS(=O)(=O)c1cccc2nsnc12)NC1CCCCC1,7,1%,-33%,?,7%,-1%
N#C/C(=N\Nc1ccc(Br)cc1)C(=N)N1CCOCC1,71,?,4%,-10%,0%,-1%
Cc1ccc(S(=O)(=O)N2CC(=O)NC(=O)C2)cc1,-13,3%,-9%,-12%,12%,-6%
Cc1sc2ncn(/N=C/c3ccco3)c(=O)c2c1C,?,-4%,-24%,13%,3%,3%
Cc1ccc(S(=O)(=O)N2CCOCC2)cc1NC(=O)CSc1cccc[n+]1[O-],59,5%,-16%,-16%,36%[activator],-8%
Cc1nnc(SCCn2c(N3CCCC(C)C3)nc3c2c(=O)[nH]c(=O)n3C)s1 (configuration not stated),29,-4%,-5%,2%,7%,?
CCC1CC(C)(C(=O)Nc2ccc(S(N)(=O)=O)cc2)OC1=O (configuration not stated),-7,5%,-19%,-4%,3%,-6%
CSC1=NC(=O)/C(=C\c2cccc3ccccc23)S1,-31,19%,-46%,-3%,-18%,?
CN(C(=O)COc1ccc(Cl)cc1Br)C1CCCCC1,4,2%,34%[activator],-1%,-9%,-12%
Cc1ccc(NC(=O)c2ccc(=O)[nH]c2)cc1S(=O)(=O)N1CCCCC1,13,2%,-13%,4%,1%,1%
Cc1nnc(NC(=O)c2cccc(S(=O)(=O)N3CC(c4ccccc4)CC3=O)c2)s1 (configuration not stated),12,5%,-28%,-6%,-3%,?
COc1ccc(CCNC(=O)CCS(=O)(=O)c2cccc3nsnc23)cc1OC,55,-2%,-10%,?,8%&1%,-4%
COc1ccc(C(=O)c2cn(Cc3ccc(F)cc3)c3c(F)cc(F)cc3c2=O)cc1,-22,·,·,5%,·,0%
CCOC(=O)C1CCN(C(=O)/C=C/c2cccs2)CC1,9,1%,-17%[11.4 µM],-23%,23%,?
O=C1CC(N2CCC(c3nc4ccccc4o3)CC2)C(=O)N1 (configuration not stated),?,3%,-11%,35µM*,1%,-2%
CN1CCN(C(=S)NC(=O)c2ccc(Br)cc2)CC1,-34,18µM*,-11%,-22%,?,5%
CSc1ccc(CCNC(=O)CN2C(=O)c3cccnc3Oc3ccc(Cl)cc32)cc1,?,·,·,17%,·,10%
CCN(CC)c1ccc(NC(=O)c2ccc(NC(=O)C3CCCO3)cc2)c(C)c1 (configuration not stated),?,4%,-15%,-25%,-28%,4%
Cc1cccc(Nc2nc(NC(C)C)nc(Oc3ccc(=O)n(C)n3)n2)c1,169,7%,33%,-7%,?,-1%
CCCNC(=S)N1CCC(NC(=O)Nc2ccc(C)cc2)CC1,0,8%,-4%,0%,-6%,-3%
O=C(NCc1ccccc1)c1ccc2nc(N3CCOCC3)sc2c1,?,1%,-8%,10%,?,-1%
CCOc1ccccc1NC(=O)CCc1nnc2ccc(NCc3ccco3)nn12,26,·,25%,-19%,-8%,-6%
O/N=C\c1ccc(-c2ccccc2)o1,9,0%,-24%,2%,?,-12%
NC(N)=N/N=C/c1ccc(OCc2ccc(Cl)cc2Cl)cc1,-7,1%,-60%,2%,11µM*,?
O=C1C2C3C=CC(CC3)C2C(=O)N1c1ccccc1[N+](=O)[O-] (configuration not stated),4,8%,-18%,18µM*,4%,-5%
CSc1ccc(/C=N/N2CCN(Cc3ccccc3)CC2)cc1,-19,3%,15%,8%,14%,-3%
Cc1cc(/C=N\O)c(C)n1-c1ccncc1,-3,1%,-4%,-9%,-1%,-1%
COc1ccc(CCNC2CC(=O)N(CCc3ccc(OC)c(OC)c3)C2=O)cc1 (configuration not stated),-29,8%,45%,?,-12%,3%
O=[n+]1cc(-c2cc3ccccc3o2)n([O-])c2c1CCCC2,7,-5%,-13%,4%,-11%,-3%
OC(CNCC1CCCO1)Cn1c2ccc(Cl)cc2c2cc(Cl)ccc21 (configuration not stated),61,1%,151%[activator],-2%,?,3%
COc1cccc(-c2ccc3ncnc(N(C)Cc4ccco4)c3c2)c1,-1,-11%,29%&-7%,-5%&-17%,·,?
CCOC(=O)c1cccc(NC(=O)c2oc3c(c2C)-c2nn(CC)cc2CC3)c1,101,·,·,-2%,·,9%
Cn1nc(C(=O)NCc2ccccc2)c2c1-c1ccccc1S(=O)(=O)C2,-17&-28,-15%,-30%,-4%&2%,-7%,-12%&16%
O=C(CSc1nc(-c2cccs2)nc2cc(=O)[nH]n12)Nc1ccccc1Cl,-11,·,·,1%,·,-14%
CN(C)S(=O)(=O)c1cc(S(=O)(=O)N(C)C)c(Cl)cc1N,-20,5%,-1%,0%,1%,-9%
O=C(Cn1ncc2c([nH]c3ccccc32)c1=O)Nc1cc(F)ccc1F,-19,·,·,4%,·,9%
CN(C)CCN=Cc1c(O)n(Cc2ccccc2)c(=O)c2ccccc12,-6,2%,2%,2%,?,2%
CCOC(=O)c1c(C)[nH]c(C)c1S(=O)(=O)N1CCC(C(=O)N2CCN(c3ccc(F)cc3)CC2)CC1,-3,·,·,-12%,·,4%
Cc1cc[n+](CC[n+]2ccc(C)cc2)cc1,-21,·,-2%,0%,20%,-6%
COc1ccc2cc3c(N)nn(C(=O)c4cccc(F)c4)c3nc2c1,-81*,16%,16%,5%,-4%,1%
NS(=O)(=O)c1ccc(NC(=O)COc2ccc(Cl)cc2)cc1,-36,8%,-25%,-9%,-6%,-10%
CCOC(=O)Cc1csc(NC(=O)NC2(C(F)(F)F)Oc3ccc(Cl)cc3O2)n1 (configuration not stated),120,?,-16%,?,?,?
CCc1cccc2c(C(=O)C(F)(F)F)cn(CC(=O)N3CCOCC3)c12,21,2%,5%,·,5%,-10%
O=[N+]([O-])c1cccc(-c2nnc(SCc3cccnc3)o2)c1,1,-1%,-9%,34%,-3%,-6%
CN1c2ccc([N+](=O)[O-])cc2CC2(C(=O)NC(=O)N(c3ccc(Br)cc3)C2=O)C1c1ccccc1 (configuration not stated),-9,-1%,-21%,15%,?,-11%
# (list continues)
SMILES,HCMV antiviral,Giardia FBPA inh,AmpC no deterg,Sm TGR block,HCV inh,AmpC inh detg
COc1ccccc1/C=N/NC(=O)c1ccc(CN2C(=O)c3cccc4cccc2c34)cc1,1,-14%,-25%,3%,-10%,?
CCc1c(C)c2ccc(O)c(CN3CCN(c4ccc(OC)cc4)CC3)c2oc1=O,-6,·,·,4%,·,18%
Cn1c(SCC(=O)Nc2nccs2)nnc1C12CC3CC(CC(C3)C1)C2,4,12%,-14%,-15%,-19%,?
COc1cccc(NC(=O)NNS(=O)(=O)c2ccc(OC)cc2OC)c1,?,4%,-10%,2%,5%,?
Cc1c(C(=O)N2CCCC2)c(S(=O)(=O)Nc2ccccc2Cl)c(C)n1C,-32,-2%,4%,3%,20%,-1%
NC(=O)C1CCN(c2oc(-c3ccc(F)cc3)nc2S(=O)(=O)c2ccccc2)CC1,40,·,63%[activator],?,0%,-8%
O=C(NCc1ccccc1)c1ccc2nc(CCc3ccccc3)oc2c1,54,·,·,2%,·,-3%
Cc1nnc(SCCn2c(N3CC(C)CC(C)C3)nc3c2c(=O)n(C)c(=O)n3C)s1 (configuration not stated),12,3%,?,0%,2%,0%
C=CCn1c(SCC(=O)N2CCN(c3ccc(F)cc3)CC2)nnc1-c1ccco1,?,2%,11%,-15%,?,-6%
CCOc1ccccc1C1CC(=O)Nc2cc(OC)c(OC)cc21 (configuration not stated),78,0%,-12%,-1%,-14%,-15%
COc1ccc2c(c1)CCc1c(C(=O)Nc3c(C)nn(Cc4ccccc4)c3C)noc1-2,-67*!,-7%,5%,89µM*!,8.9µM*,-5%&3%
CC1CC(OP(O)(=S)c2ccc(N(C)C)cc2NC(=O)c2cccs2)CC(C)(C)C1 (configuration not stated),28,-17%,-29%,-8%,19%,-5%
O=C(CCn1cnc2ccccc21)N/N=C/c1ccc(O)cc1,-6,5%,-18%,-10%,3%,?
COc1ccc(C)cc1S(=O)(=O)N1CCCC(C(=O)NC2CC2)C1 (configuration not stated),29,·,-15%,-4%,11%,2%
O=C(NCc1ccccc1Cl)c1nnc(Cc2cccc(F)c2)o1,8,·,·,10%,·,6%
CCOc1ccc(CCNC(=O)CCCn2nc(C)c3c(C)n(-c4ccccc4)nc3c2=O)cc1,?,·,66%[activator],0%,?,3%
CC(C)n1nnnc1-c1cc(Cl)cc(Cl)c1,5,3%,50%,7%,2%,-14%
Cc1nn(C)c2c1c(-c1ccccc1)cc(=O)n2Cc1ccc(Cl)cc1,0,·,·,9%,·,0%
Cc1cc(C(=O)Nc2ccccc2Cc2ccccc2)no1,25,·,0%,-2%,-4%,3%
COc1cccc2cc(C(=O)N3CCN(C45CC6CC(CC(C6)C4)C5)CC3)c(=O)oc12,4,-19%,89%[activator],1%,-11%&10%,-2%
O=S(=O)(Nc1ccc2c(c1)nc1n2CCN(Cc2ccccc2)C1)c1ccc(Cl)cc1,45,-1%,?,-30%,11µM*,?
COc1ccccc1C1C([N+](=O)[O-])=C(N)Oc2c1c(=O)oc1ccccc21 (configuration not stated),47,1%,-36%,?,13%,-10%
Cc1ccc(C(C(=O)NC(C)(C)C)N(Cc2cccs2)C(=O)c2ccc3c(c2)OCCO3)cc1 (configuration not stated),?,0%,30%,11%,-42%,?
COC(=O)c1nnc(-c2ccccc2)c(-c2ccccc2)n1,-27,-2%,-2%,0%,24%,-12%
